AmpC inh det: blocks E. coli AmpC beta-lactamase in presence of detergent | P00811 | purified AmpC, nitrocefin hydrolysis with detergent | Potency, µM (titrated, usually from 28.7 µM), without a hit: at the top dose activity change, negative = inhibition | 71,000 compounds, 0.09% hits | AID 584; active = well fitted curve in the direction sought with a large enough effect
Target sequence (P00811 whole entry, looked up): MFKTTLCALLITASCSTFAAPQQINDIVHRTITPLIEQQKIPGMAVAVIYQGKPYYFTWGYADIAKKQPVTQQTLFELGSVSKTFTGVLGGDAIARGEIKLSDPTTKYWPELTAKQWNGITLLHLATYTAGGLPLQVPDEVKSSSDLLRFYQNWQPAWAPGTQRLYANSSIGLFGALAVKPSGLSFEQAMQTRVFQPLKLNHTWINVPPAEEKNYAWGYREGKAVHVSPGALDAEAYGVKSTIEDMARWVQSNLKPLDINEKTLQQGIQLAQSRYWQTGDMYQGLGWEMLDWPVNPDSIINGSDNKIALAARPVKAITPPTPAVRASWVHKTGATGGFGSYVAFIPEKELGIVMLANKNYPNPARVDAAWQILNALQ
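E. coli AmpC (5.3 nM) in 20 mM phosphate pH 7.0 with 0.01% Triton X-100, preincubated 15 min RT with compound; nitrocefin (2 uL of 800 uM stock) hydrolysis followed by 480 nm absorbance every 20 s over 4 min.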
* marks the source's active call; other numbers are inactive results; [ ] = another dose, or the depositor's remark. % is set by controls: 0 for no effect and ±100 for the full control effect; potency is the fitted concentration of half-maximal effect. The list is partial; count on the stated rates, not on these rows.

No.	SMILES	AmpC inh det
1	c1ccc(COc2ccc(Nc3ncnc4nc[nH]c34)cc2)cc1	10%
2	Fc1cccc(/C=N\N=C/c2cccc(F)c2)c1	-2%
3	O=C1CC(c2ccc(F)cc2)Sc2ccccc2N1 (centres undefined)	-5%
4	O=C(CSc1nnc(-c2cccs2)o1)N1CCCCC1	4%
5	CCCC/C=C/C(NC(=O)c1ccc(-c2ccccc2)cc1)c1ccccc1 (centres undefined)	-1%
6	COc1ccccc1NS(=O)(=O)c1cc(Cl)ccc1OC	-4%
7	CCOC(=O)N1CCN(C(=O)C2CCN(S(=O)(=O)c3ccc(Br)s3)CC2)CC1	-3%
8	CCOC(=O)CSc1nn(C)c(=S)s1	13%
9	COc1cc(C)nc(N2CCC(C(=O)NC3CCCCC3)CC2)n1	-4%
10	O=C(Nc1cnc2ccccc2c1)N1CCOCC1	-4%
11	CC(CCc1ccccc1)NC(=O)C1CCN(c2nnc(-n3cccc3)s2)CC1 (centres undefined)	5%
12	Cc1ccccc1-c1nc(CS(=O)(=O)CC(=O)Nc2cc(F)ccc2F)c(C)o1	2%
13	Cc1c(Cl)cccc1NC(=O)c1cc(C2CC2)on1	7%
14	O=C(CSc1nc(NS(=O)(=O)c2ccccc2)cc(=O)[nH]1)Nc1ccc(F)cc1	4%
15	C[N+](C)(C)c1ncnc2c1ncn2[C@@H]1C[C@H](O)[C@@H](CO)O1	-2%[5.75 µM]
16	Cc1ccc(S(=O)(=O)NC2CCCC(C(=O)O)C2)cc1 (centres undefined)	-4%
17	COC(=O)N(c1ccc(OC)cc1)P1(=S)OCCC(C)O1 (centres undefined)	12%
18	COc1ccc(/C(O)=C2/C(=O)C(=O)N(Cc3cccnc3)C2c2ccncc2)cc1F (centres undefined)	-5%
19	Cn1c(NCc2cccs2)nc2ccccc21	-2%
20	CN(CC(=O)Nc1ccc2c(c1)OCCO2)S(=O)(=O)c1ccc(Br)s1	3%
21	O=c1[nH]cnc2sc3c(c12)CCCC3	-3%
22	O=C(C1=C(O)C(=O)N(Cc2ccco2)C1c1cccnc1)c1cc2ccccc2o1 (centres undefined)	6%
23	NC(N)=N[C@@H]1C(O)[C@H](N=C(N)N)[C@@H](O)C(O)[C@H]1O (some centres undefined)	-4%[5.75 µM]
24	CC#CCCC(=O)N1C=Cc2ccccc2C1C#N (centres undefined)	-3%
25	Cc1nn(S(=O)(=O)N2CCCCC2)c(C)c1Br	-6%

A different layout for some results above:
3: O=C1CC(c2ccc(F)cc2)Sc2ccccc2N1 (centres undefined)
  AmpC inh det: -5%
9: COc1cc(C)nc(N2CCC(C(=O)NC3CCCCC3)CC2)n1
  AmpC inh det: -4%
10: O=C(Nc1cnc2ccccc2c1)N1CCOCC1
  AmpC inh det: -4%
2: Fc1cccc(/C=N\N=C/c2cccc(F)c2)c1
  AmpC inh det: -2%

(more compounds)
No.	SMILES	AmpC inh det
26	Nc1nc(SCc2ccc([N+](=O)[O-])cc2)c2ncn([C@@H]3O[C@@H](CO)[C@@H](O)[C@H]3O)c2n1	-2%
27	COc1ccc(CN2C(=O)CN=C2Nc2cccc(C)c2C)cc1	-4%
28	CCC(=NCc1ccco1)c1c(O)n(-c2ccc(OC)cc2)c(=O)[nH]c1=O	-4%
29	COc1cccc(C2CC(c3ccccc3)Nc3ncnn32)c1 (centres undefined)	-1%
30	Clc1ccc(-c2nn3c(-c4ccccc4)nnc3s2)cc1	-3%
31	Cc1c(N=Cc2c(O)n(Cc3ccco3)c(=O)c3ccccc23)c(=O)n(-c2ccccc2)n1C	0%
32	CC(=O)Nc1ccc(C(=O)CSc2nnc(Cn3nnc4ccccc43)n2C)cc1	0%
33	CCOC(=O)CC(=O)CSc1nc(-c2cccnc2)ccc1C#N	-2%
34	CCOC(=O)c1sc(NC(=O)CSc2n[nH]c(-c3ccccc3)n2)c(C#N)c1C	7%
35	CC(C)(C)OC(=O)N1CCCC(C(=O)CC#N)C1 (centres undefined)	10%
36	CCC(C)(C)n1nnnc1C(c1ccccn1)N1CCOCC1 (centres undefined)	-2%
37	Cc1ccc(CNC(=O)CN2C(=O)COc3ccc(C)cc32)cc1	0%
38	Cc1cc2c(=O)n(CC(=O)N3CCN(c4ccc(F)cc4)CC3)cnc2s1	10%
39	COc1ccc(S(=O)(=O)Cc2ccc(C(=O)N3CCN(c4ccccn4)CC3)o2)cc1	11%
40	CC1=C2C(=O)[C@@H]3[C@@H](CC=C4C[C@@H](O)CC[C@@]43C)[C@H]2CC[C@@]12O[C@H]1C[C@H](C)CN[C@H]1[C@@H]2C	-4%[5.75 µM]
41	CCn1c(NC(=O)c2cccc(Cn3cc(Cl)cn3)c2)nc2ccccc21	19%
42	Cn1c(C(=O)N2CCCC(C(=O)NCCCSC3CCCCC3)C2)cc2sccc21 (centres undefined)	-3%
43	Cc1nn(C)c(C)c1S(=O)(=O)Nc1ccc2c(c1)OCO2	-7%
44	Nc1nc(SCC(=O)Nc2ccc(Br)cc2F)n[nH]1	-3%
45	O=C(NCc1ccc2c(c1)OCO2)c1cc(-n2cnnc2)ccc1Cl	-3%
46	CCOC(=O)Cc1nnc(NC(=O)Nc2ccccc2)s1	-3%
47	CCOC(=O)C1C2C=CC3(CN(C4CCCC4)C(=O)C13)O2 (centres undefined)	1%
48	Cc1nn(-c2nc3ccccc3s2)c(C)c1Oc1ccccc1O	-5%
49	COc1ccc(C(C)(C)C)cc1NC(=O)c1c(C)noc1C	19%
50	O=C(CCCCCn1c(SCc2ccncc2)nc2ccccc2c1=O)NCc1ccco1	0%
51	O=C(CCCN1C(=O)c2ccccc2C1=O)Nc1sc2c(c1C(=O)NCc1ccco1)CCC2	0%
52	Cc1cc(N2CC34C=CC(O3)C(C(=O)O)C4C2=O)no1 (centres undefined)	10%
53	COc1cccc(OC)c1C(=O)N1CCN(S(=O)(=O)c2ccccc2)CC1	7%
54	COc1ccc(CN2CCN(C(=O)CC(C)C)CC2)c(OC)c1OC	-2%
55	COc1ccccc1NC(C)=O	6%
56	Cc1nc2ccc(NC(=O)N3CCC(c4ccccc4)C3)cc2nc1C (centres undefined)	-2%
57	CCOC(=O)c1c(CN2CCN(c3ccccc3)CC2)oc2ccc(O)cc12	6%
58	CCOC(=O)c1cc2c(=O)n3ccccc3nc2n(Cc2ccco2)c1=NC(=O)c1cccnc1	0%
59	Cc1ccc(/C=c2/sc3nnc(-c4ccccc4Cl)n3c2=O)o1	2%
60	CN(C)c1ccnc2sc3c(=O)n(Cc4ccccc4)cnc3c12	-3%
61	NC(N)=Nc1ccc2[nH]c3c(c2c1)C[C@]1(O)[C@@H]2Cc4ccc(O)c5c4[C@]1(CCN2CC1CC1)[C@H]3O5	-3%
62	N#CCc1nnc2n1-c1ccccc1CCC2	5%
63	Cc1cccc2cc(CN(Cc3ccco3)C(=O)N3CCCC3)c(=O)[nH]c12	6%
64	CCn1c(SCC(=O)Nc2nonc2C)nnc1-c1ccco1	9%
65	Cc1cc(C(=O)NCCN2CCCCC2C)n(-c2ccccc2)n1 (centres undefined)	5%
66	Clc1ccccc1Cn1nnc2c(N3CCCC3)ncnc21	-3%
67	O=C(CSc1nc(O)cc(=O)[nH]1)Nc1ccc2c(c1)CCC2	4%
68	COC(=O)CCc1nc2ccccc2[nH]c1=O	4%
69	CC(C)c1ccc(OCC(=O)NCc2ccco2)cc1	-4%
70	Cc1cccc(-n2nnc(C(=O)NC3CCCc4ccccc43)c2N)c1 (centres undefined)	-1%
71	C[C@@H]1CC2(OC3C[C@@]4(C)C5=CC[C@H]6C(C)(C)C(O[C@@H]7OC[C@@H](O)[C@H](O)[C@H]7O)CC[C@@]67C[C@@]57CC[C@]4(C)C31)OC(O)C1(C)OC21 (some centres undefined)	8%
72	c1csc(-c2nnc3ccccn23)c1	-3%
73	CCOC(=O)c1ccc(Oc2c(C)oc3c(CN4CCN(C)CC4)c(O)ccc3c2=O)cc1	-4%
74	Cc1cc2ncn(S(=O)(=O)N3CCOCC3)c2cc1C	19%
75	Cc1c(N=Cc2ccc(-c3ccc(Cl)cc3)o2)c(=O)n(-c2ccccc2)n1C	0%

Next part.
No.	SMILES	AmpC inh det
76	CCCN1C(=O)C(NC(C)=O)c2cc(OC)ccc21 (centres undefined)	-4%
77	O=C(Cn1cnc2c(nnn2Cc2ccc(F)cc2)c1=O)OCc1ccccc1	-3%
78	CC1CCN(c2nc3ccccc3nc2C(C#N)C(=O)NC2CCCCC2)CC1 (centres undefined)	-3%
79	CCOc1nc(C)ccc1-c1noc(C)n1	12%
80	O=C1Nc2ccc(NS(=O)(=O)c3cccs3)c3cccc1c23	-2%
81	O=C(NCc1cccnc1)c1cc(S(=O)(=O)N2CCCCC2)ccc1Cl	0%
82	O=C(NCCc1ccncc1)Nc1ccccc1Cl	-3%
83	COc1ccccc1CNc1ncnc2nc[nH]c12	4%
84	COc1ccc(C2=NCC(=O)N(CC(=O)NCc3ccco3)c3sc4c(c32)CCCC4)cc1OC	14%
85	CCC(=O)NC1=C(C#N)C2(CCCC2)Cc2ccccc21	11%
86	COc1cc(C2NC(=O)NC(O)(C(F)(F)F)C2C(C)=O)cc(OC)c1OC (centres undefined)	-3%
87	CCc1cc(C(=O)Cc2ccc(F)cc2)c(O)cc1O	2%
88	COc1ccc(-c2nnc(SC)n2C)cc1	-2%
89	Cc1ccc(-n2ncc3c2ncn2nc(-c4ccco4)nc32)c(C)c1	-1%
90	COc1ccc(C(C)(C)C)cc1NC(=O)c1ccoc1C	-3%
91	Cc1nc2ncnn2c(N2CCC(C(=O)NC3CCCC3)CC2)c1Cc1ccccc1	-3%
92	Cn1nc(C(=O)N2CCOCC2)c2ccccc2c1=O	-3%
93	CCOC(=O)CSc1nnc(Cn2nnc(-c3ccccc3)n2)n1CC	0%
94	O=S(=O)(c1ccccc1)N1CCC2(CC1)CN(c1ncccn1)C2	-2%
95	CC1CCCCN1C(=O)CSc1nnc(-c2cccnc2)n1C1CCCCC1 (centres undefined)	10%
96	COCC(C)n1c(C)cc(C(=O)COC(=O)c2ccc(N3CCCC3=O)cc2)c1C (centres undefined)	1%
97	NC(=O)c1ccc(NS(=O)(=O)c2ccccc2F)cc1	-5%
98	CCOC(=O)c1c(C)n(C)c2ccc(O)c(CN3CCN(C)CC3)c12	-3%
99	C[C@@H](SCc1ccccc1)C(=O)O	-2%[5.75 µM]
100	COC(=O)c1cc(=O)n(Cc2ccc3c(c2)OCO3)c(=Nc2ccccc2)s1	8%

Results in sequence from the list.
Nos. 84–95 in AmpC inh det read 14%, 11%, -3%, 2%, -2%, -1%, -3%, -3%, -3%, 0%, -2%, 10%

(list continues)
cpd | molecule | AmpC inh det
101 | CCn1cc(C(=O)NCc2ccco2)c(=O)c2cc(S(=O)(=O)N3CCc4ccccc4C3)ccc21 | -1%
102 | CC(=O)Nc1ccc2nc(C3CCCCC3)[nH]c2c1 | 10%
103 | O=C(CCN1CCCCC1c1cccnc1)NCc1ccccc1 (centres undefined) | -3%
104 | CC1(C)C(c2ccccn2)=[N+]([O-])C(C)(C)N1O | 9%
105 | CCOc1ccc(-n2c(O)c(C=Nc3ccc(N4CCOCC4)cc3)c(=O)[nH]c2=O)cc1 | -5%
106 | CCCc1cc(=O)[nH]c(SCC(=O)Nc2cc3c(cc2C(C)=O)OCO3)n1 | 14%
107 | CCCCCNC(=O)C(C#N)c1nc2ccccc2nc1N1CCCC1 (centres undefined) | 14%
108 | O=C(Oc1ccccc1)c1ccc(-n2cnnn2)cc1 | 7%
109 | Cc1cc(NC(=O)CCC(=O)N(CCC(C)C)CC(=O)NCC2CCCO2)no1 (centres undefined) | 2%
110 | COc1ccc2nc(N3CCCC(C(=O)NCCCN4CCN(C)CC4)C3)sc2c1 (centres undefined) | 11%
111 | C=CCn1c(SCc2ccc(OC)cc2)nnc1-c1cccnc1 | -5%
112 | COc1ccccc1NC(=O)C(Cc1ccc(Cl)cc1)c1nn[nH]n1 (centres undefined) | -4%
113 | O=S(=O)(NCCc1ccccc1)c1ccc(S(=O)(=O)N2CCCCC2)cc1 | -4%
114 | Nc1c(C(=O)NCCN2CCOCC2)c2nc3ccccc3nc2n1-c1ccccc1 | -6%
115 | O=C(O)c1ccc(C(=O)O)c(C(=O)O)c1.[NH-][C@@H]1CCCC[C@@H]1[NH-].[Pt] | -2%[5.75 µM]
116 | O=C(Cn1c(NCCO)nc2ccccc21)c1cccs1 | 1%
117 | O=C(CSc1nc(C2CC2)nc2sc3c(c12)CCCC3)NCc1ccco1 | -1%
118 | O=C(Nc1ccccc1C(F)(F)F)c1cc(-c2ccccc2O)on1 | -4%
119 | Cc1nnc(SCC(=O)Nc2ccc(Oc3ccccc3)cc2)n1N | -6%
120 | CN1CCN(CC(=O)n2c3c(c4ccccc42)CCCC3)CC1 | -2%
121 | COCCn1c(=O)c(-c2ccc(Cl)cc2)nc2cnc(Nc3ccccc3)nc21 | -2%
122 | COc1ccc(S(=O)(=O)N2CCCC(C(=O)N3CCN(C)CC3)C2)cc1C (centres undefined) | 0%
123 | COc1ccc(OC)c(C(C)NC=O)c1 (centres undefined) | 20%
124 | N#Cc1ccc(CN2CCCC3(CCN(C(=O)c4cc(C(F)(F)F)cc(C(F)(F)F)c4)CC3)C2)cc1 | 0%
125 | CN(C)CCN(Cc1ccccc1)S(=O)(=O)c1cccc2cccnc12 | 15%
126 | COCCn1c(C)cc(C(=O)CSc2n[nH]c(N)n2)c1C | -7%
127 | CC(=O)c1ccc(N2CCN(C(=O)C3(S(=O)(=O)c4ccc(Cl)cc4)CC3)CC2)cc1 | -1%
128 | COn1c(SCC(=O)N(C)C)nc2ccccc2c1=O | -8%
129 | COC(=O)[C@@]1(Cc2ccccc2)[C@H]2c3cc(C(=O)N(C)C)n(Cc4cc(F)c(F)c(F)c4)c3C[C@H]2CN1C(=O)c1ccccc1 | 2%

Taken from above.
AmpC inh det with #115 = -2%[5.75 µM]
AmpC inh det with #117 = -1%
AmpC inh det with #104 = 9%

In the list so far, these have a tert-butyl group:
cpd | molecule | AmpC inh det
35 | CC(C)(C)OC(=O)N1CCCC(C(=O)CC#N)C1 (centres undefined) | 10%
49 | COc1ccc(C(C)(C)C)cc1NC(=O)c1c(C)noc1C | 19%
90 | COc1ccc(C(C)(C)C)cc1NC(=O)c1ccoc1C | -3%

Compound activity deposited in PubChem by National Center for Advancing Translational Sciences (NCATS).
